M5 antag = antagonists of human muscarinic M5 receptor (CHRM5); P08912; CHO-hM5 cells, Fluo-8 calcium fluorescence, ACh EC80; inhibition, % at 3 µM; AID 624040; 0.59% of 360,000 active;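 active = inhibition above a per-plate cutoff, the mean of that plate's test compounds plus 3 SD, cut at about 27% in these data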;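 note: 0% = acetylcholine EC80 with DMSO and 100% = DMSO without agonist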
Target sequence (P08912 whole entry, looked up): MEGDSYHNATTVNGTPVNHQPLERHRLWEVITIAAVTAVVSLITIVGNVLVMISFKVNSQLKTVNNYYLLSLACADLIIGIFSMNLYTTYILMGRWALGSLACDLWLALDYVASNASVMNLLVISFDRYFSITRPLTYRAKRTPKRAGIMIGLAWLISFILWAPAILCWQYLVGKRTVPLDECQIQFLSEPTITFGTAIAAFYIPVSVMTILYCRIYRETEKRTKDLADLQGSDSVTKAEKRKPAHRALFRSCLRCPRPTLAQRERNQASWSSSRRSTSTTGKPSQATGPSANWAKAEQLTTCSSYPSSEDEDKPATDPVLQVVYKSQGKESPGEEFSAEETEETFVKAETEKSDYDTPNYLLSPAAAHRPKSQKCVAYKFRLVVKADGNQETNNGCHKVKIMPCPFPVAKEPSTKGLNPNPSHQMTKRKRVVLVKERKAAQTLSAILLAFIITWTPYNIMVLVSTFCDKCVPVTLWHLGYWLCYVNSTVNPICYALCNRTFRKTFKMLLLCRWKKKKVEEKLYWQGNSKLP
CRFR2-BP ag = CRF-BP/CRF-R2 complex agonism. HEK293 CRF-R2/CRF-BP, calcium dye fluorescence (FLIPR); percent of saturating CRF peptide response. AID 588473. activation, % at 13.2 µM. 0.46% of 350,000 active;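 active = activation of at least 50%, plus an integration ratio under a set limit after plate pattern correction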;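 note: plate controls were neutral control wells without compound for no effect and CRF at EC100 for full effect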
CRFR2-BP antag = blocks CRF-induced signaling of the CRF-BP/CRF-R2 complex | HEK293 CRF-R2/CRF-BP, CRF-induced calcium fluorescence | 0.59% of 350,000 active | inhibition, % at 11.8 µM | AID 588475;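 active = inhibition of the ligand-induced calcium signal above about 50% at the single tested concentration, limit read from the data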
CHRM5 agonist = CHRM5 agonism in calcium assay | CHO-K1 hM5 cells, Fluo-8 calcium fluorescence; 0% DMSO wells, 100% maximal acetylcholine response | activation, % at 3 µM | P08912 | 0.19% of 360,000 active;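 active = activation above the run's mean over test compounds plus 3 SD, cut at about 23% in these data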;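 note: signal is peak over basal fluorescence ratio across the kinetic read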
M5 PAM = positive allosteric modulators of human muscarinic M5 receptor. 0.3% of 360,000 active. AID 624038. CHO-K1 hM5, Fluo-8 calcium, ACh EC20 PAM; 0% = ACh EC20, 100% = ACh EC100. activation, % at 3 µM;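 active = activation above the run cutoff, the mean activation of all test compounds plus 3 SD, cut at about 18% in these data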
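Assay system: CHO-K1 hM5 cells / Incubation: Fluo-8 loading 80 min at 37 °C plus 30 min room temperature / Technique: Fluo-8 calcium dye fluorescence, kinetic read / Repeats: single replicate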
CHRM4 PAM = positive allosteric modulators of human muscarinic M4 receptor; P08173; CHO-K1 hM4/Gqi5, Fluo-8 calcium fluorescence, ACh EC20; 0% = ACh EC20, 100% = maximal ACh; activation, % at 3 µM; 0.4% of 360,000 active; AID 624126;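 active = activation above its plate's cutoff, the mean activation of sample wells plus 3 SD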; note: some results filed as inactive read as strong as hits
Target sequence (P08173 whole entry, looked up): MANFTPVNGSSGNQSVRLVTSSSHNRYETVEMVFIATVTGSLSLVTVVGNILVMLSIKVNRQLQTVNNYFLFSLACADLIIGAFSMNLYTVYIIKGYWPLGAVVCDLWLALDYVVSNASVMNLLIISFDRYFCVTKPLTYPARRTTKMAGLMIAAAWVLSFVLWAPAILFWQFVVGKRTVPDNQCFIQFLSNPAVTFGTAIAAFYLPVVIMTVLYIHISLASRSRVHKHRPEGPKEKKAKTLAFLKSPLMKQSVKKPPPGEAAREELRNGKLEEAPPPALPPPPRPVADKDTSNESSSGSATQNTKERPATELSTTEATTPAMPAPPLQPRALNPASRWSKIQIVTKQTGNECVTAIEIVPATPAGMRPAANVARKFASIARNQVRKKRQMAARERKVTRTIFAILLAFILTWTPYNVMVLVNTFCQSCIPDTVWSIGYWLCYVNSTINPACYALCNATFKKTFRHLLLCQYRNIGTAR
M4 ag = CHRM4 agonism in calcium assay; P08173; 0.14% of 360,000 active; CHO-K1 hM4/Gqi5, Fluo-8 calcium fluorescence; vehicle 0%, full acetylcholine response 100%; activation, % at 3 µM; AID 624127;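 active = activation above the run mean over all test wells plus 3 SD, cut at about 32% in these data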;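 note: peak over basal fluorescence ratio per well then scaled between controls; 0% = DMSO wells and 100% = acetylcholine at EC100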
CHRM4 antagonist = CHRM4 antagonism in calcium assay | CHO-hM4 cells, ACh EC80, Fluo-8 calcium fluorescence | AID 624125 | P08173 | inhibition, % at 3 µM | 0.73% of 360,000 active;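 active = inhibition above its plate's cutoff, the mean inhibition of sample wells plus 3 SD, cut at about 27% in these data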;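 note: 0% = acetylcholine EC80 with DMSO and 100% = DMSO without agonist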
IDE inh = inhibits human insulin-degrading enzyme in HEK cells. 0.41% of 320,000 active. FAbetaB cleavage, fluorescence polarization. inhibition, % at 5.59 µM. P14735;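 active = percent inhibition above the average of all tested compounds plus 3 SD, set per screening campaign, cut at about 16% in these data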;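 note: IDE supplied by intact live HEK cells; FP after avidin binding of uncleaved biotin substrate so inhibition keeps polarization high; 0% = DMSO wells and 100% = 60 µM reference IDE inhibitor Ii1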
* marks the source's active call; other numbers are inactive results; . = not tested or not shown.

M5 PAM	M5 antag	CHRM5 agonist	CRFR2-BP antag	structure	CRFR2-BP ag	CHRM4 PAM	CHRM4 antagonist	IDE inh	M4 ag
-8.2	5.3	4.2	8.8	O=C(COc1ncnc2ccccc12)c1ccc2c(c1)OCCO2	-1.9	3.2	-7.0	4.4	6.7
-1.2	3.4	2.1	-10.3	CCN(C(=O)CSc1nc(-c2cccs2)nc2ccccc12)C1CCS(=O)(=O)C1 (configuration not stated)	-0.3	0.7	7.6	-4.1	4.6
0.8	-2.6	-0.9	-34.0	Cc1onc(-c2ccccc2)c1C(=O)NC(=S)NNC(=O)c1ccncc1	0.1	5.2	5.4	3.0	-1.8
-0.3	-0.8	-3.7	3.6	O=C(O)CSc1cn(Cc2ccccc2)c2ccccc12	-1.0	-3.5	-10.0	-5.2	1.0
-5.9	1.5	-0.8	-6.0	CSCCC(NC(=O)c1cccc(S(=O)(=O)N2CCOCC2)c1)C(=O)Nc1cccc(C)c1 (configuration not stated)	0.4	2.2	1.3	1.5	0.6
-6.6	12.4	2.5	-8.5	Cc1ccc(-c2nnc3c4ccccc4c(C)nn23)cc1S(=O)(=O)N1CCN(CCO)CC1	-1.4	8.3	14.5	5.7	5.4
5.2	-9.0	-4.1	10.5	CC(C)Cn1c(-c2ccccc2)nc(=S)c2c1CCCC2	-1.1	3.4	-14.2	4.4	0.8
3.7	1.4	-1.3	2.0	O=C(NCc1ccco1)C(c1ccccc1F)N(CC1CCCO1)C(=O)Cn1nnc2ccccc21 (configuration not stated)	-0.9	8.6	1.6	-13.0	0.0

(list continues)
M5 PAM	M5 antag	CHRM5 agonist	CRFR2-BP antag	structure	CRFR2-BP ag	CHRM4 PAM	CHRM4 antagonist	IDE inh	M4 ag
1.2	-5.1	-2.8	-2.3	COc1ccc(OC)c(NC(=O)C2CCC(CNc3c(N4CCC(C)CC4)c(=O)c3=O)CC2)c1 (configuration not stated)	-0.2	2.4	-7.3	-3.8	-1.6
-2.1	0.0	-0.3	-1.9	COCc1cc(=O)n2[nH]c(C)cc2n1	1.1	-1.0	-1.2	5.9	0.4
-0.4	-0.6	-2.6	-21.8	O=C(c1ccc2c3c(cccc13)CC2)C1CCCN(Cc2ccc(OCCO)cc2)C1 (configuration not stated)	-0.1	-11.9	5.8	-1.5	6.0
-1.8	11.5	4.6	-5.5	CCCNC(=O)COC(=O)c1ccc(-c2ccccc2)cc1	-1.8	-11.1	2.0	-0.8	3.8
-7.1	-0.1	0.4	-17.7	COc1ccc(C2NC(=O)c3ccccc3N2)c(OC)c1OC (configuration not stated)	2.5	3.0	0.1	.	1.0
5.5	-0.8	-0.1	-3.0	COc1ccc(NC(=O)CCCc2c[nH]c3ccccc23)cc1OC	-0.6	1.7	0.2	0.6	0.2
-8.0	5.7	1.8	-0.1	CCc1ccc([C@@H]2C[C@H]3[C@@H](CN2S(=O)(=O)c2ccc(C)cc2)C(=O)C[C@@H](c2ccccc2F)N3S(=O)(=O)c2ccc(C)cc2)cc1	5.4	0.1	-1.4	.	1.1
0.1	1.9	3.6	-5.5	Cc1ccc(O)c(CNc2nc3ccccc3n2C)c1	0.5	1.1	-0.7	-0.3	6.0

2 of the compounds above, with two lines to a compound.
Under each structure – M5 PAM	M5 antag	CHRM5 agonist	CRFR2-BP antag	CRFR2-BP ag	CHRM4 PAM	CHRM4 antagonist	IDE inh	M4 ag
COc1ccc(NC(=O)CCCc2c[nH]c3ccccc23)cc1OC
 : 5.5	-0.8	-0.1	-3.0	-0.6	1.7	0.2	0.6	0.2
COc1ccc(OC)c(NC(=O)C2CCC(CNc3c(N4CCC(C)CC4)c(=O)c3=O)CC2)c1 (configuration not stated)
 : 1.2	-5.1	-2.8	-2.3	-0.2	2.4	-7.3	-3.8	-1.6

Other entries follow:
M5 PAM	M5 antag	CHRM5 agonist	CRFR2-BP antag	structure	CRFR2-BP ag	CHRM4 PAM	CHRM4 antagonist	IDE inh	M4 ag
2.3	-1.6	-3.4	-4.4	O=C(CN1C(=O)c2cccc3cccc1c23)N1CCN(c2cccc(Cl)c2)CC1	-0.7	17.4	-13.5	-4.9	0.4
-2.5	4.4	-2.9	-3.1	CCCC(=O)Nc1c2c(nn1-c1ccc(F)cc1)CS(=O)(=O)C2	0.2	-6.1	-11.6	-6.2	1.2
3.7	-0.3	-2.3	3.4	COc1cccc(OCc2cc(C(=O)NCc3ccc4c(c3)OCO4)no2)c1	-0.2	4.4	-0.5	1.4	2.6
7.7	7.3	0.9	-12.3	O=C1C2C3C=CC(O3)C2C(=O)N1N=Cc1cccc2ccccc12 (configuration not stated)	1.3	1.2	-4.2	.	0.2
12.9	-11.7	2.8	11.4	COc1ccc(C(=O)Nc2ccc3oc(-c4cccc(Cl)c4)cc(=O)c3c2O)cc1	-1.5	2.1	-9.2	-7.0	-0.4
0.7	4.7	-2.2	-0.5	COc1cc(C(=O)Nc2ccc3c(c2)C(=O)N(CCC(=O)O)C3=O)cc(OC)c1OC	2.3	0.9	1.6	-5.0	0.5
-5.8	3.7	-3.1	14.6	Cc1ccc(NC(=O)Cn2nc(C)c3ccccc3c2=O)cc1	0.7	-1.3	9.9	0.7	-0.7
9.4	-16.9	8.3	-14.9	CCOC(=O)/C(C#N)=C1/C(=O)N(Cc2ccccc2)c2ccccc21	4.1	8.2	-5.2	.	1.5

Three compounds out of the list above, arranged by the number in M5 antag, high to low.
M5 PAM	M5 antag	CHRM5 agonist	CRFR2-BP antag	structure	CRFR2-BP ag	CHRM4 PAM	CHRM4 antagonist	IDE inh	M4 ag
-2.5	4.4	-2.9	-3.1	CCCC(=O)Nc1c2c(nn1-c1ccc(F)cc1)CS(=O)(=O)C2	0.2	-6.1	-11.6	-6.2	1.2
3.7	-0.3	-2.3	3.4	COc1cccc(OCc2cc(C(=O)NCc3ccc4c(c3)OCO4)no2)c1	-0.2	4.4	-0.5	1.4	2.6
-0.3	-0.8	-3.7	3.6	O=C(O)CSc1cn(Cc2ccccc2)c2ccccc12	-1.0	-3.5	-10.0	-5.2	1.0

The listing continues.
M5 PAM	M5 antag	CHRM5 agonist	CRFR2-BP antag	structure	CRFR2-BP ag	CHRM4 PAM	CHRM4 antagonist	IDE inh	M4 ag
1.8	-2.9	-0.5	-4.5	CCOC(=O)c1c(C)c(C(=O)NCC2CCCO2)c(C)n1CC (configuration not stated)	1.6	12.2	1.1	2.7	0.6
-3.0	9.2	-0.3	-0.6	OCC(O)CSc1nc(-c2ccccc2)nc2c1CCC2 (configuration not stated)	0.1	-3.5	-1.9	-2.1	7.4
2.5	7.4	-4.0	6.8	CC(NC(=O)Cc1ccsc1)c1ccc(Cl)cc1Cl (configuration not stated)	0.7	-0.1	2.5	-1.6	1.4
3.6	-4.5	3.5	-4.7	CCC(=O)c1ccc(N2CCN(C(=O)c3ccccc3)CC2)c(F)c1	-0.5	6.3	1.0	0.9	13.4
-11.0	15.0	-4.6	-6.8	Cc1cc(OC(=O)c2ccc(C)c(C)c2)c([N+](=O)[O-])c(=O)[nH]1	-1.4	-6.1	4.0	4.8	13.0
-10.5	11.0	3.9	0.3	S=C(NCc1ccccc1)NCc1cccc(CNC(=S)NCc2ccccc2)c1	-1.5	-12.0	2.4	2.1	11.7
4.8	-6.7	-2.5	-9.5	O=C(N=C1SC2CS(=O)(=O)CC2N1c1ccccc1)C1CC1 (configuration not stated)	-1.4	5.4	-14.7	3.2	1.0
-2.5	-3.7	-1.9	-3.4	CCOc1ccc(CCNC(=O)CSc2nn(-c3ccc(C)c(Cl)c3)c(=S)s2)cc1OCC	2.0	11.5	-17.7	7.4	0.7

(cont.)
M5 PAM	M5 antag	CHRM5 agonist	CRFR2-BP antag	structure	CRFR2-BP ag	CHRM4 PAM	CHRM4 antagonist	IDE inh	M4 ag
7.5	-3.8	-0.2	4.2	CC(C)CCN1CCN(Cc2ccsc2)CC1CCO (configuration not stated)	0.0	15.3	-14.9	-0.8	1.3
1.4	7.9	-2.1	6.2	COc1ccc(-c2csc(NCCc3nc4cc(C(=O)NCCCO)ccc4n3Cc3ccc(C)cc3)n2)cc1	-0.8	-4.5	7.9	4.7	1.0
-6.9	10.7	4.7	.	Cc1ncccc1C(=O)N1CCCC(c2cc(C(=O)Nc3ccc(C(C)(C)C)cc3)no2)C1 (configuration not stated)	.	-9.2	5.8	.	13.0
6.6	-5.8	1.3	5.4	O=C(COC(=O)c1ccccn1)Nc1cccc(Cl)c1Cl	-1.1	0.5	-1.5	-0.6	1.4
1.4	-3.3	-2.9	-4.7	COc1ccc(-c2nc(C#N)c(N3CCC(C(N)=O)CC3)o2)cc1	-0.6	-0.8	-11.9	-3.6	1.2
-0.1	-2.7	0.5	.	OC[C@@H]1CN(Cc2cccs2)C[C@H](n2cnc3c(NC4CCCC4)ncnc32)O1	.	-3.3	5.1	.	1.7
-6.5	-7.6	-7.4	-15.8	Cc1onc(-c2ccccc2)c1C(=O)N/N=C/c1c(F)cccc1Cl	-0.9	-2.0	-6.0	-6.3	3.5
-2.2	2.3	1.8	-4.4	COc1ccc(C=CC(=O)C=CC=Cc2ccccc2)cc1	5.9	7.0	1.7	.	0.1

Additional records follow:
M5 PAM	M5 antag	CHRM5 agonist	CRFR2-BP antag	structure	CRFR2-BP ag	CHRM4 PAM	CHRM4 antagonist	IDE inh	M4 ag
8.2	-2.7	-4.5	-4.0	CCS(=O)c1ccccc1C(=O)OC(C)C(=O)Nc1ccc(S(=O)(=O)N2CCCC2)cc1 (configuration not stated)	0.3	6.3	-13.0	7.9	-0.1
-2.0	6.5	-3.8	-3.7	COc1ccc(S(=O)(=O)Cc2ccc(C(=O)NC3CCCCC3)o2)cc1	-0.5	4.0	-8.7	2.4	3.2
-0.4	2.4	1.2	6.8	O=C(NCC1CCCO1)C1CCN(C(=O)c2ccc(Cl)cc2)CC1 (configuration not stated)	-0.3	2.7	3.2	-3.4	1.4
-5.5	7.0	1.1	-2.6	COc1ccccc1NC(=O)Nc1ccc2c(c1)nnn2C	-4.1	12.6	-0.7	5.0	2.4
-2.8	10.5	-5.3	-3.4	COc1ccccc1/C=N/NC(=O)c1c(-c2ccccc2)noc1C	-0.5	1.3	-4.5	14.9	1.9
-6.5	-3.9	-3.0	4.3	CCOc1ccc(/C=N/NC(=O)c2ccc(Cn3cc(Br)cn3)o2)cc1	-1.1	11.6	-30.6	4.3	2.0
-7.6	15.1	-2.0	22.6	COc1ccc([N+](=O)[O-])cc1NC(=O)CSc1ccc2ccccc2c1	0.7	-8.6	7.7	0.1	4.1
2.4	-1.6	0.6	13.3	CC(=O)N/C(=C/c1ccc2c(c1)OCO2)C(=O)N1CCOCC1	-2.6	0.1	8.6	-1.1	1.3
-6.4	5.0	-4.0	-14.3	CCOc1cc(S(=O)(=O)NC2CCCCC2)ccc1F	-1.1	-5.1	-2.7	-2.2	3.9
5.1	3.4	-2.6	23.1	O=C(NCc1ccccc1OC(F)(F)F)C1CCC(=O)N(Cc2cccc(F)c2)C1 (configuration not stated)	-2.4	2.0	-4.7	3.2	1.7
